Diaphorase act: activates diaphorase or chemically reduces, flagging diaphorase assay artifacts; Diaphorase/resazurin coupled assay, resorufin fluorescence, 16 min; stronger effect = higher value; 1 = vehicle wells, 0 = NADH-free wells; activation factor at 20 µM; 190,000 compounds, 0.005% hits; AID 1229;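 active means diaphorase activity raised at least twofold by the compound at 20 µM; inactive means activation factor below 2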
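System – purified diaphorase enzyme from Clostridium kluyveri · Input – enzyme 0.07 U/mL final · Also added – final NADH 0.114 mM, resazurin 0.1 mM · Measured by – fluorescence of resorufin, 544 nm excitation, 590 nm emission · Timing – 16 min enzyme reaction, ambient temperature · Measure – resorufin increase flagging diaphorase activators or reducers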
G6PDH CS: counter-screen for G6PDH assay hits: L. mesenteroides G6PDH inhibition. Purified L. mesenteroides G6PDH, diaphorase/resazurin coupled fluorescence, 45 min. inhibition, % at 5 µM. 200,000 compounds, 0.12% hits; in the data active means inhibition above about 50%
FLuc act counter: affects firefly luciferase, flagging false hits in luciferase stimulation screens; activation factor at 10 µM; 200,000 tested, under 10 active; P08659; AID 1027; ATPlite luciferase biochemical, luminescence, 10 min; 0 = ATP-free wells, 1 = DMSO control;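 active means luciferase activation factor, scaled between plate controls, of at least 2 with compound at 10 µM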
Target sequence (P08659 whole entry, looked up): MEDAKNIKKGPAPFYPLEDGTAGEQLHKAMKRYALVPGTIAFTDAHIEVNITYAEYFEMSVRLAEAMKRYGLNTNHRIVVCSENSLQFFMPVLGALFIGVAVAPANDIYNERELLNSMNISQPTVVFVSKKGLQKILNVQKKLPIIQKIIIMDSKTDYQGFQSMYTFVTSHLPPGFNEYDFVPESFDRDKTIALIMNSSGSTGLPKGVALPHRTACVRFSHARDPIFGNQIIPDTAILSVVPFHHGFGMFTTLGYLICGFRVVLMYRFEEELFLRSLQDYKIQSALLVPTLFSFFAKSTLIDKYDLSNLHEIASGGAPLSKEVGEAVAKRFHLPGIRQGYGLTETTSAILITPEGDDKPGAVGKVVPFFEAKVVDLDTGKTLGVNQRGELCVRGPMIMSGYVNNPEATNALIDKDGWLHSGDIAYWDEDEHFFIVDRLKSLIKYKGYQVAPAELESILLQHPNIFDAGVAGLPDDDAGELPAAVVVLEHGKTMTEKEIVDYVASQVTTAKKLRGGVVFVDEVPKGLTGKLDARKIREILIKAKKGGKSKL
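System: cell-free luciferase reagent; medium: PBS as buffer for the ATP substrate; doses: test compounds dosed from 2 mM stocks in 100% DMSO; incubation: 10 min, room temperature; measured by: luminescence from luciferase reaction; read-out: luciferase activation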
TNAP act hi DEA: activators of human TNAP at high phosphate acceptor concentration. P05186. purified TNAP, CDP-star luminescence, 1 M DEA, 30 min; stronger effect = higher value; 0 = EDTA background, 1 = DMSO-only activity. activation factor at 20 µM. 200,000 tested, under 10 active;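 active means activation factor at least 2 at 20 µM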
Target sequence (P05186 whole entry, looked up): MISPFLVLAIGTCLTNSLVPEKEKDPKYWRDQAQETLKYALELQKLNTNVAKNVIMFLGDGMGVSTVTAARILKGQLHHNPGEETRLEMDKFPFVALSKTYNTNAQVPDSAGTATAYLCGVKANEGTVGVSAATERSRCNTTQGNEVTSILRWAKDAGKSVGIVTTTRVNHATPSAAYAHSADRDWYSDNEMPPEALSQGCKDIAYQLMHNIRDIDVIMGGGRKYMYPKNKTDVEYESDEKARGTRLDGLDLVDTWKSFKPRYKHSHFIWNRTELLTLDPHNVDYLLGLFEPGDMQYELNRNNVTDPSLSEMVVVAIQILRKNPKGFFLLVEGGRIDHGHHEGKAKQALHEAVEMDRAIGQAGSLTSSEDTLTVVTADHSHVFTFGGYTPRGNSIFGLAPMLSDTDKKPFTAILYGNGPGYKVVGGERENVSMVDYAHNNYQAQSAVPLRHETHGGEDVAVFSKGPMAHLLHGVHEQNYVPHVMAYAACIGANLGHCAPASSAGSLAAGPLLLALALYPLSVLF
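Control set: EDTA negative control, DMSO positive control / Assay system: human TNAP / Quantity: TNAP 1/800 final / Evaluation: TNAP activation factor scaled between EDTA and DMSO control wells / Measured by: luminescent substrate turnover signal / Compound dosing: one dose, 20 µM / Times: 30 min enzyme reaction at room temperature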
TNAP inh hiacc: blocks human TNAP under high phosphate acceptor concentration; inhibition, % at 20 µM; purified TNAP, CDP-star luminescence, 1 M DEA; P05186; 200,000 compounds, 0.03% hits; AID 1135;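 active means over 50% inhibition of tissue-nonspecific alkaline phosphatase at 20 µM in the single-dose screen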;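 further: plate controls were DMSO wells for no effect and EDTA-quenched wells as full inhibition for full effect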
Efa HMGR inh: blocks class II HMG-CoA reductase of Enterococcus faecalis; purified E. faecalis HMGR, NADPH absorbance 340 nm kinetic; inhibition, % at 10 µM; 190,000 compounds, 0.41% hits;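 active means inhibition above a set limit, the median over all tested compounds plus 3 SD, cut at about 9.5% in these data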;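 further: enzyme runs in reverse so mevalonate oxidation gives rising NADPH absorbance; 0% = complete reaction with DMSO and 100% = background rate lacking mevalonate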
Diaph inh CS: counter-screen for diaphorase-based assays: diaphorase inhibitors and chemical oxidizers. 190,000 compounds, 0.69% hits. diaphorase resazurin-to-resorufin fluorescence, NADH, 16 min; bacterial (C. kluyveri) enzyme, not human. inhibition, % at 20 µM;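 active means primary screen inhibition at 20 µM above a set limit, cut at about 50% in these data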;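 further: plate controls were DMSO with full reaction for no effect and wells lacking NADH for full effect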
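Detection: fluorescence of resorufin formed from resazurin, Ex 544/Em 590 nm; test system: Clostridium kluyveri diaphorase enzyme; amount: 0.14 U/mL diaphorase, enzyme working solution; times: 16-min room-temperature incubation before reading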
PMI act: increases human mannose-6-phosphate isomerase activity. P34949. purified human PMI, coupled resazurin fluorescence, 20 min; stronger effect = higher value; 1 = vehicle control, 0 substrate-free wells. activation factor at 20 µM. 190,000 compounds, 0.005% hits. AID 1214;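 active means activation factor of 2 or more at 20 µM, relative to plate controls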
PMI act satM6P: activators of human phosphomannose isomerase at near-saturating mannose 6-phosphate; P34949; coupled PMI enzyme assay, resazurin fluorescence, 20 min; stronger effect = higher value; 1 = untreated enzyme, 0 = substrate-free blank; activation factor at 20 µM; 190,000 compounds, 0.34% hits;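 active means activation factor of 2 or more at 20 µM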
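Material: human phosphomannose isomerase with PGI, G6PDH, diaphorase coupling enzymes / Reagent: Man-6-P substrate 1.0 mM / Dosing: single compound dose of 20 µM, 1% DMSO final / Incubation: enzyme reaction with compound 20 min at room temperature / Signal: resorufin fluorescence (Ex 544/Em 590 nm) from resazurin via diaphorase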
TNAP inh noacc: TNAP (human) inhibition, acceptor-free conditions | purified TNAP, CDP-star luminescence, 30 min | inhibition, % at 20 µM | 200,000 compounds, 0.26% hits | P05186;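 active means tissue-nonspecific alkaline phosphatase inhibition above about 50% at 20 µM in the single-dose screen, limit read from the data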;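 further: 0% = DMSO negative control and 100% = EDTA positive control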
* = called active by the depositor.

Preview, 2 compounds:
Screening COc1ccc(/C(O)=C2/C(=O)C(=O)N(Cc3cccnc3)C2c2ccncc2)cc1F (configuration not stated) returned Diaphorase act 0.9, G6PDH CS -12, FLuc act counter 1.1, TNAP act hi DEA 1.1, TNAP inh hiacc -7, Efa HMGR inh -2, Diaph inh CS 10, PMI act 1.3, PMI act satM6P 1.6 and TNAP inh noacc -18.
`CCCC(=O)N1CC2(C)CN(C(=O)CCC)CC(CCC)(C1)C2=O` gave Diaphorase act 0.9, G6PDH CS 7, FLuc act counter 1.1, TNAP act hi DEA 1, TNAP inh hiacc -3, Efa HMGR inh -2, Diaph inh CS 9, PMI act 1, PMI act satM6P 1.1 and TNAP inh noacc -5.

Results, from the first entry:
Screening COc1ccc(/C(O)=C2/C(=O)C(=O)N(Cc3cccnc3)C2c2ccncc2)cc1F (configuration not stated) returned Diaphorase act 0.9, G6PDH CS -12, FLuc act counter 1.1, TNAP act hi DEA 1.1, TNAP inh hiacc -7, Efa HMGR inh -2, Diaph inh CS 10, PMI act 1.3, PMI act satM6P 1.6 and TNAP inh noacc -18.
`CCCC(=O)N1CC2(C)CN(C(=O)CCC)CC(CCC)(C1)C2=O` gave Diaphorase act 0.9, G6PDH CS 7, FLuc act counter 1.1, TNAP act hi DEA 1, TNAP inh hiacc -3, Efa HMGR inh -2, Diaph inh CS 9, PMI act 1, PMI act satM6P 1.1 and TNAP inh noacc -5.
For CN(C)C=NC(=O)c1cc(C(=O)c2ccc(Cl)cc2Cl)c[nH]1 the results were Diaphorase act 1, G6PDH CS 10, FLuc act counter 1, TNAP act hi DEA 1, TNAP inh hiacc -2, Efa HMGR inh 2, Diaph inh CS -1, PMI act 0.9, PMI act satM6P 0.9 and TNAP inh noacc -3.
`O=S(=O)(Nc1ccc(O)c(CN2CCCCC2)c1)c1ccccc1` gave Diaphorase act 0.9, G6PDH CS 7, FLuc act counter 1, TNAP act hi DEA 1.1, TNAP inh hiacc -6, Efa HMGR inh -11, Diaph inh CS 14, PMI act 1.1, PMI act satM6P 1 and TNAP inh noacc -13.
`S=C(NCc1ccccc1)NCc1ccc(CNC(=S)NCc2ccccc2)cc1` gave Diaphorase act 0.9, G6PDH CS -2, FLuc act counter 1, TNAP act hi DEA 1, TNAP inh hiacc -2, Efa HMGR inh -2, Diaph inh CS 14, PMI act 1, PMI act satM6P 1 and TNAP inh noacc -3.
Screening N#Cc1c(N)n(C2CCCCC2)c2nc3ccccc3nc12 returned Diaphorase act 0.7, G6PDH CS 4, FLuc act counter 1.1, TNAP act hi DEA 1, TNAP inh hiacc -4, Efa HMGR inh -2, Diaph inh CS 35, PMI act 0.7, PMI act satM6P 0.5 and TNAP inh noacc -11.
`CN(C)S(=O)(=O)c1ccc(C(=O)Nc2nnc(SCc3cccc(F)c3)s2)cc1` gave Diaphorase act 0.9, G6PDH CS 1, FLuc act counter 1.1, TNAP act hi DEA 1.1, TNAP inh hiacc -7, Efa HMGR inh -6, Diaph inh CS 7, PMI act 1.1, PMI act satM6P 1.1 and TNAP inh noacc -5.
CN(Cc1ccon1)Cc1cn[nH]c1-c1ccc(-c2ccccc2)cc1 was read as G6PDH CS 9, FLuc act counter 1.1, TNAP act hi DEA 1, TNAP inh hiacc -4, Efa HMGR inh 1 and TNAP inh noacc -6.
Screening Cc1ccc(S(=O)(=O)Cn2nnnc2C(CC(C)C)N2CCN(C)CC2)cc1 (configuration not stated) returned Diaphorase act 1, G6PDH CS 18, FLuc act counter 1, TNAP act hi DEA 1, TNAP inh hiacc -2, Efa HMGR inh 6, Diaph inh CS 5, PMI act 1.1, PMI act satM6P 1 and TNAP inh noacc 1.
CC(=NC1CC1)C1=C(O)c2ccccc2C1=O was read as Diaphorase act 0.8, G6PDH CS 0, FLuc act counter 0.8, TNAP act hi DEA 1.1, TNAP inh hiacc -6, Efa HMGR inh -4, Diaph inh CS 17, PMI act 0.9, PMI act satM6P 1 and TNAP inh noacc -14.
Screening CCOC(=O)C1CCCN(c2c(NCc3ccco3)c(=O)c2=O)C1 (configuration not stated) returned Diaphorase act 0.8, G6PDH CS 8, FLuc act counter 1.1, TNAP act hi DEA 1.1, TNAP inh hiacc -5, Efa HMGR inh -3, Diaph inh CS 19, PMI act 0.9, PMI act satM6P 0.9 and TNAP inh noacc -16.
Screening CCOc1ccccc1NC(=O)c1cc(CC(C)C)oc1C returned Diaphorase act 0.8, G6PDH CS -13, FLuc act counter 1, TNAP act hi DEA 1, TNAP inh hiacc -5, Efa HMGR inh -2, Diaph inh CS 18, PMI act 0.9, PMI act satM6P 0.9 and TNAP inh noacc 0.
`Cc1ccc(C2=NN(C)c3nc4ccccc4n3C2)cc1` gave Diaphorase act 1, G6PDH CS 0, FLuc act counter 1, TNAP act hi DEA 1, TNAP inh hiacc -5, Efa HMGR inh -7, Diaph inh CS 3, PMI act 1, PMI act satM6P 1 and TNAP inh noacc -22.
For C=CCn1c(SCC(=O)Nc2ccccc2-c2ccccc2)nc2cc(C(=O)O)ccc2c1=O the results were Diaphorase act 0.8, G6PDH CS 4, FLuc act counter 1.1, TNAP act hi DEA 1, TNAP inh hiacc -4, Efa HMGR inh 8, Diaph inh CS 16, PMI act 1.1, PMI act satM6P 1.1 and TNAP inh noacc 6.
Screening CCOC(=O)N1CCN(S(=O)(=O)c2cccc3nsnc23)CC1 returned Diaphorase act 0.9, G6PDH CS -10, FLuc act counter 1.1, TNAP act hi DEA 1, TNAP inh hiacc -3, Efa HMGR inh -3, Diaph inh CS 12, PMI act 1, PMI act satM6P 1 and TNAP inh noacc -15.
Screening COc1cc2c(cc1NC(=O)CN(C)Cc1ccc(OC)c(OC)c1)oc1ccccc12 returned Diaphorase act 0.8, G6PDH CS -30, FLuc act counter 1.1, TNAP act hi DEA 1, TNAP inh hiacc -2, Efa HMGR inh 0, Diaph inh CS 17, PMI act 0.9, PMI act satM6P 1 and TNAP inh noacc 7.
For Cc1ccc(C(=O)CCNc2ccc(Br)cc2)o1 the results were Diaphorase act 0.9, G6PDH CS 18, FLuc act counter 1, TNAP act hi DEA 1.1, TNAP inh hiacc -8, Efa HMGR inh 0, Diaph inh CS 11, PMI act 1, PMI act satM6P 1 and TNAP inh noacc -7.
For CCOC(=O)C(NC(=O)Nc1ccc(F)cc1F)(Oc1ccccc1)C(F)(F)F (configuration not stated) the results were Diaphorase act 1, G6PDH CS 9, FLuc act counter 1, TNAP act hi DEA 1.1, TNAP inh hiacc -6, Efa HMGR inh 1, Diaph inh CS -5, PMI act 1.2, PMI act satM6P 1.1 and TNAP inh noacc 2.
Cc1ccc2[nH]c(O)c(N=NC(=O)C(C)n3cnc4ccccc4c3=O)c2c1 (configuration not stated) was read as Diaphorase act 0.8, G6PDH CS 1, FLuc act counter 1.1, TNAP act hi DEA 1, TNAP inh hiacc 1, Efa HMGR inh -3, Diaph inh CS 23, PMI act 1, PMI act satM6P 1 and TNAP inh noacc -16.
Screening CCCc1nc(SCC(=O)c2ccc(F)cc2)c2ccccc2n1 returned Diaphorase act 0.9, G6PDH CS 1, FLuc act counter 1.1, TNAP act hi DEA 1, TNAP inh hiacc 3, Efa HMGR inh -3, Diaph inh CS 14, PMI act 0.8, PMI act satM6P 1 and TNAP inh noacc -9.
`COc1cc(OC)c(C(=O)NC2CC(C)(C)NC(C)(C)C2)cc1OC` gave Diaphorase act 0.9, G6PDH CS -14, FLuc act counter 1.1, TNAP act hi DEA 1.1, TNAP inh hiacc -5, Efa HMGR inh -15, Diaph inh CS 14, PMI act 0.9, PMI act satM6P 0.9 and TNAP inh noacc -16.
For O=C(CCN1C(=O)C2C3C=CC(C4CC34)C2C1=O)Oc1ccccc1 (configuration not stated) the results were Diaphorase act 1.2, G6PDH CS 5, FLuc act counter 1.1, TNAP act hi DEA 1, TNAP inh hiacc -1, Efa HMGR inh 1, Diaph inh CS -17, PMI act 1, PMI act satM6P 1 and TNAP inh noacc -6.
O=S(=O)(c1ccccc1)c1nc(-c2ccco2)oc1NCc1ccco1 was read as Diaphorase act 0.8, G6PDH CS -15, FLuc act counter 1, TNAP act hi DEA 1.1, TNAP inh hiacc -6, Efa HMGR inh 0, Diaph inh CS 21, PMI act 1.2, PMI act satM6P 1.4 and TNAP inh noacc -8.
`Cc1nc(-c2cn[nH]c2)c2cc(C)oc2n1` gave Diaphorase act 0.9, G6PDH CS 3, FLuc act counter 1, TNAP act hi DEA 1, TNAP inh hiacc -5, Efa HMGR inh 1, Diaph inh CS 6, PMI act 1, PMI act satM6P 1.1 and TNAP inh noacc -29.
For CCOC(=S)SCC(=O)N1CCc2ccccc2C1C1C(=O)CC(C)(C)CC1=O (configuration not stated) the results were Diaphorase act 0.9, G6PDH CS 3, FLuc act counter 1.1, TNAP act hi DEA 1, TNAP inh hiacc 1, Efa HMGR inh -6, Diaph inh CS 8, PMI act 1, PMI act satM6P 1.1 and TNAP inh noacc -2.
CCOc1ccc2nc(SCc3ccc(F)cc3)sc2c1 was read as Diaphorase act 0.9, G6PDH CS -16, FLuc act counter 1, TNAP act hi DEA 1, TNAP inh hiacc 1, Efa HMGR inh -1, Diaph inh CS 13, PMI act 0.8, PMI act satM6P 0.9 and TNAP inh noacc -19.
O=C(Nc1ccc(F)cc1)c1ccccc1 was read as Diaphorase act 1, G6PDH CS 4, FLuc act counter 0.9, TNAP act hi DEA 1, TNAP inh hiacc -1, Efa HMGR inh 2, Diaph inh CS -2, PMI act 1.1, PMI act satM6P 1.1 and TNAP inh noacc -20.
`COC(=O)c1[nH]c(C)c(/C(O)=C2\C(=O)C(=O)N(CCCN3CCOCC3)C2c2ccccn2)c1C` (configuration not stated) gave Diaphorase act 0.8, G6PDH CS 30, FLuc act counter 1, TNAP act hi DEA 1, TNAP inh hiacc 0, Efa HMGR inh -4, Diaph inh CS 18, PMI act 1.1, PMI act satM6P 1.4 and TNAP inh noacc -10.
Screening COC(=O)c1ccccc1NC(=O)Nc1ccc(Br)cn1 returned Diaphorase act 1, G6PDH CS 20, FLuc act counter 1.1, TNAP act hi DEA 1, TNAP inh hiacc -4, Efa HMGR inh -5, Diaph inh CS -2, PMI act 1.1, PMI act satM6P 1.1 and TNAP inh noacc -7.

High-throughput results from PubChem.
